High-throughput results deposited in PubChem by National Center for Advancing Translational Sciences (NCATS).
HTT ATP protect = qHTS Multiplex Assay to Identify Dual Action Probes in a Cell Model of Huntington: Cytoprotection (ATP); 0.14% of 230,000 active; PC12 HTT-Q103 induced, cytoprotection, ATP luminescence, 40 h; Potency, µM (doses to about 56.4 µM), inactives show cytoprotection (ATP increase), actives largely listed as activators;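 further: % of control where 0% means no effect; nearly all actives have a fitted effect of over 45% in size; toxic huntingtin expression switched on by the ecdysone agonist tebufenozide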
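ATP quantification (ATPlite) reports survival of PC12 cells in which tebufenozide, 100 nM final, switches on Htt exon 1 with 103 glutamines linked to GFP; compounds are titrated.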
GoLoco inh red = qHTS Assay for Inhibitors of RGS12 GoLoco Motif Activity (Red Fluorophore); Guanine nucleotide-binding protein G(i) subunit alpha-1 (Homo sapiens), P63096; Gai1:RGS12 GoLoco peptide FP, rhodamine, 10 min; Potency, µM (titrated, usually from 61.6 µM), for the others: top-dose activity, negative = inhibition, most hits filed as inhibitors; 0.44% of 230,000 active; active means well fitted inhibition curve with a large enough effect, not every such curve was filed as active; inactive means no such curve, though single readings can be large or run the other way; further: on the % scale 0 is the no-effect control and ±100 the full control effect; nearly all actives have a fitted effect of over 30% in size; many of its hits are not listed in these tables
Target sequence (P63096 whole entry, looked up): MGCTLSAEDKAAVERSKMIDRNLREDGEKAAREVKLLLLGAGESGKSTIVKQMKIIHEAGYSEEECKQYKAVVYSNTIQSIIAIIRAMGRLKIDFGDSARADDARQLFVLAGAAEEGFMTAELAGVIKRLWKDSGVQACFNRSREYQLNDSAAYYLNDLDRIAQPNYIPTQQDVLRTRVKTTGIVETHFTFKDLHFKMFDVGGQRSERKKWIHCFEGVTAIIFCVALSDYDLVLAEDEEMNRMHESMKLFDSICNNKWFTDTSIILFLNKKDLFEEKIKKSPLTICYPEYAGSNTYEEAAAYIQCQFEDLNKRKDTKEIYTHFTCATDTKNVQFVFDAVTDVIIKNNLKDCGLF
GAA spleen mod = qHTS Assay for Inhibitors and Activators of Human alpha-Glucosidase From Spleen Homogenate. human spleen homogenate, 4-MU-alpha-glucoside fluorescence. 0.006% of 240,000 active. AID 2112, 2009. Potency, µM (doses to about 79.9 µM), without a hit: at the highest dose activity change, negative = inhibition, hits mostly inhibitors. Lysosomal alpha-glucosidase (Homo sapiens), P10253;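 further: 0% = enzyme with vehicle and -100% = no enzyme basal signal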
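Compounds were titrated against alpha-glucosidase in spleen homogenate at pH 5.0, with 1 mM 4-methylumbelliferyl substrate for 40 min at 37 C. Reactions were quenched with pH 10 NaOH/glycine and fluorescence measured.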
IMPase Li cell = qHTS Assay for Identifying the Cell-Membrane Permeable IMPase Inhibitors: Potentiation with Lithium; 0.35% of 210,000 active; CHO-M1 cells, IP1 TR-FRET (IP-One), carbachol + lithium; Potency, µM (doses to about 59.4 µM), without a hit: at the highest dose activity, negative = IMPase inhibition, usual class: inhibitors;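 further: IP1 builds up when IMPase is blocked and the TR-FRET signal falls; plate controls were basal vehicle for no effect and high inhibitor control for full effect; nearly all actives have a fitted effect of over 50% in size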
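CHO-M1, 2000 cells/well, 16–30 h culture; cpd + low Li+, 30 min 37C; lysis with d2-IP1/Eu-anti-IP1 Ab, 10 min RT; TR-FRET 665/620 ratio and 620 channel; AC50 via Hill.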
GAA inhib = qHTS Assay for Inhibitors of Human alpha-Glucosidase as a Potential Chaperone Treatment of Pompe Disease | Lysosomal alpha-glucosidase (Homo sapiens), P10253 | purified human GAA, 4-MU-alpha-glucoside fluorescence | Potency, µM (series often up to 76.9 µM), without a hit: at the highest dose activity change, negative = inhibition, hits mostly inhibitors | 0.005% of 200,000 active;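 further: plate controls were uninhibited enzyme wells for no effect and no-enzyme background for full effect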
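Human enzyme at 4 nM with 400 uM 4-methylumbelliferyl-alpha-D-pyranoside, citrate/phosphate buffer pH 5.0, 0.005% Tween-20, 20 min at room temperature. Compounds up to 77 uM. 4-MU fluorescence (Ex 365/Em 440) read after NaOH/glycine stop; AC50 from Hill fit.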
GAA glycogen mod = qHTS Assay for Inhibitors and Activators of Human alpha-Glucosidase Cleavage of Glycogen. Potency, µM (titrated, usually from 76.4 µM), for inactives: at the highest dose activity change, negative = inhibition, usual class: inhibitors. AID 2100, 2009. recombinant GAA, glycogen substrate, Amplex Red glucose oxidase fluorescence. 0.38% of 300,000 active;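 further: 0% = full enzyme reaction and -100% = no-enzyme basal signal; the screen sought inhibitors and activators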
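Recombinant enzyme (4 nM final) with compounds titrated up to 77 uM and bovine liver glycogen (30 ug) in citrate pH 5.0, 0.01% Tween-20, 37 C 40 min. Released glucose detected by Amplex Red/glucose oxidase (Ex 573/Em 610); AC50 from Hill fits.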
HttQ103 aggreg = qHTS Multiplex Assay to Identify Dual Action Probes in a Cell Model of Huntington: Aggregate Formation (GFP); PC12 HttQ103-GFP aggregates, Acumen cytometry, 40 h; Potency, µM (series often up to 46.1 µM), for inactives: top-dose activity change, negative = inhibition, hits mostly inhibitors; 1.1% of 220,000 active; AID 1688, 2009; further: on the % scale 0 is the no-effect control and ±100 the full control effect; nearly all actives have a fitted effect of over 60% in size
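Aggregate formation scored by laser-scanning cytometer (488 excitation, 500–530 emission) in lysed PC12 cells expressing Q103-GFP after 100 nM tebufenozide induction; library tested in dose series, with ATPLite reagent added in the multiplex.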
* marks the source's active call; other numbers are inactive results; ? = inconclusive; . = no result given; & = joins results of further samples; [ ] = another dose, or the depositor's remark. Unless noted, the call rests on the fitted dose curve; in most records, active means well fitted curve in the direction sought with a large enough effect; inconclusive means small, poorly fitted or top-dose-only effect, or another doubt; inactive means no such curve, though single readings can be large; an effect the other way counts as inactive or inconclusive. Potency means the concentration at half of the fitted maximal effect.

SMILES | HTT ATP protect | GoLoco inh red | GAA spleen mod | IMPase Li cell | GAA inhib | GAA glycogen mod | HttQ103 aggreg
Cc1ccc(F)cc1NCC(=O)Nc1ccc(Br)cc1 | ? | . | -21.5% | . | -5.8% | -7.1% | -6.6%
CC(C)(C)NC(=O)C(c1cccs1)N(Cc1ccc(F)cc1)C(=O)c1csnn1 (stereo not drawn) | 19.3%[10 µM] | -2.4% | -2.0% | 5.5% | . | -4.4% | 7.7%[9.22 µM]
CCCCN(C(=O)CN1CC(C)OC(C)C1)c1c(N)n(CC(C)C)c(=O)[nH]c1=O (stereo not drawn) | -2.5%[10 µM] | . | -6.9% | . | 1.6% | 1.4% | -2.1%
CC1(C(=O)CSc2nc3ccccc3[nH]2)CCC(=O)O1 (stereo not drawn) | -12.8%[10 µM] | -4.5% | 0.8% | -3.8% | -4.2% | -7.6% | -4.0%
c1ccc(CCn2cnc3ccccc32)cc1 | -8.5% | 3.7% | . | 0.9% | -21.9% | 3.6% | ?
COc1ccc(/C=C/C2=CC(C)(C)NC(=S)N2)cc1OC | 25.1% | -5.9% | -1.3% | 2.6% | 1.9% | -12.0% | 10.6%
CN(CC(CC(=O)Nc1nncs1)c1ccccc1)S(=O)(=O)c1ccccc1 (stereo not drawn) | -14.7% | -11.3% | -2.4% | 4.4%[38.3 µM] | -4.1% | 0.9% | ?
CCOc1cc2c(cc1OCC)C(c1ccc(OC)c(OC)c1)N(c1ccc(C(=O)O)cc1)C(=O)C2 (stereo not drawn) | . | 4.1% | 8.4% | 5.0% | -12.1% | -7.5% | 14.3%
Oc1oc(-c2ccccc2)nc1/C=N/c1ccccn1 | 1.5%[10 µM] | 13.7% | -2.2% | 6.0% | ? | 2.6% | -17.5%[9.22 µM]
COc1cccc(S(=O)(=O)NCc2ccc(C(=O)Nc3ccc(Cl)c(Cl)c3)cc2)c1 | 7.9% | -8.9% | -2.4% | 13.0%[38.3 µM] | ? | -6.2% | 2.4%
COC(C[C@H]1O[C@H]1[C@@H](O)[C@H](C)OCc1ccccc1)OC | 3.2%[10 µM] | 3.2% | 1.7% | . | . | -2.2% | 28.1%[9.22 µM]
Cn1nnc2c(sc3nc(N4CCOCC4)c4c(c32)CCCC4)c1=O | -0.1%[10 µM] | 0.0% | -0.7% | 24.7%[38.3 µM] | ? | 1.3% | 12.8%
O=C(COC(=O)c1cccs1)NCc1ccc2c(c1)OCO2 | -9.4% | 6.6% | 0.3% | -1.6%[38.3 µM] | -3.4% | -0.2% | -8.7%
Cc1ccc(-n2c(SCC(=O)N3CCCc4ccccc43)nnc2-c2cccnc2)c(C)c1 | 6.6%[10 µM] | 20.3% | 0.3% | 0.0% | -4.7% | 3.4% | 5.6%
Cn1c(=O)c(C(=O)CN2CC(=O)Nc3ccccc32)c(N)n(Cc2ccccc2)c1=O | -10.6% | 11.1% | -0.8% | -1.5% | 5.1% | -14.7% | 2.1%
O[Si](CCCN1CCCCC1)(c1ccc(F)cc1)C1CCCCC1 (stereo not drawn) | . | 11.9% | -1.4% | 24.4% | . | . | .
S=C(c1ccc[nH]1)N1CCOCC1 | 4.3%[10 µM] | 3.8% | 2.1% | 9.9% | -0.2% | -9.8% | -11.1%
Nc1ccc2nn(-c3cccc4ccccc34)nc2c1 | -38.7%[inhibitor] | 8.4% | -3.8% | -25.3%[38.3 µM] | 2.4% | 0.2% | -1.3%
CC(C)(C)C(=O)CN1C2=NCCN2c2ccccc21 | 42.8%[10 µM] | -10.9% | 0.7% | 8.2% | ? | 10.9% | 18.6%[9.22 µM]
COc1cc(C2C(C#N)=C(N)Oc3cc4c(cc32)OCO4)cc(OC)c1OC (stereo not drawn) | -85.1%[inhibitor][10 µM] | 10.8% | 0.5% | 15.3% | -6.8% | 9.1% | ?
C=CCN(CC(=O)NCc1ccc(F)cc1)C(=O)c1csnn1 | -20.5%[1.9 µM] | 7.4% | -2.4% | 23.3% | -0.1% | 4.7% | -12.2%
Cn1cc(Cl)c(C(=O)N(Cc2ccccc2)c2ccccn2)n1 | -2.0% | -7.8% | -4.1% | 28.5%[38.3 µM] | 1.6% | 2.2% | -2.2%
O=C(Nc1sc2c(c1C(=O)O)CCCC2)c1cccs1 | -9.6% | 8.9% | -5.0% | 1.2%[38.3 µM] | -1.2% | 4.4% | -29.4%
C=CCn1c(=O)/c(=C/c2ccc(C)o2)s/c1=C(/C#N)C(=O)c1ccccc1 | -1.8%[10 µM] | 73.1%[activator] | -7.4% | -15.3%[38.3 µM] | -6.7% | 3.0% | -2.3%
CC(C)COc1ccc(C(=O)N/C(=C/c2cccc([N+](=O)[O-])c2)C(=O)O)cc1 | 4.7%[10 µM] | 7.8% | -5.6% | . | . | -3.9% | 8.4%[9.22 µM]

The list goes on; the last 3 above are carried over.
SMILES | HTT ATP protect | GoLoco inh red | GAA spleen mod | IMPase Li cell | GAA inhib | GAA glycogen mod | HttQ103 aggreg
O=C(Nc1sc2c(c1C(=O)O)CCCC2)c1cccs1 | -9.6% | 8.9% | -5.0% | 1.2%[38.3 µM] | -1.2% | 4.4% | -29.4%
C=CCn1c(=O)/c(=C/c2ccc(C)o2)s/c1=C(/C#N)C(=O)c1ccccc1 | -1.8%[10 µM] | 73.1%[activator] | -7.4% | -15.3%[38.3 µM] | -6.7% | 3.0% | -2.3%
CC(C)COc1ccc(C(=O)N/C(=C/c2cccc([N+](=O)[O-])c2)C(=O)O)cc1 | 4.7%[10 µM] | 7.8% | -5.6% | . | . | -3.9% | 8.4%[9.22 µM]
CCOc1ccccc1-c1nc(SCC(=O)O)n[nH]1 | 7.0%[10 µM] | 0.8% | 7.1% | -5.4%[38.3 µM] | 2.4% | -1.8% | 19.7%
CCOC(=O)c1ccc(OC(=O)CCCCCN=C(N)N)cc1 | -15.0% | 1.3% | -4.0% | 4.8%&0.2% | . | . | -10.2%[20.6 µM]
COC(=O)c1cc(NCc2c(F)cccc2Cl)ccc1N1CCOCC1 | -37.6% | 1.9% | 3.0% | 3.1%[38.3 µM] | 0.0% | 12.5µM* | -15.1%
O=C(N/N=C/c1ccccn1)c1cc(-c2cccc3ccccc23)n[nH]1 | 5.8%[10 µM] | -0.4% | -10.2% | 9.2% | 7.0% | -11.6% | ?
CC(NC(=O)C1CCCCC1)C(=O)NC1=NCCS1 (stereo not drawn) | 8.3% | -11.7% | -0.2% | 12.9%[38.3 µM] | -3.7% | 2.6% | 23.7%
CCOc1ccc(NC(=S)N(Cc2ccc(Cl)cc2)Cc2ccco2)cc1 | -13.9% | 0.9% | -29.8% | 16.5%[38.3 µM] | -8.1% | -22.1% | -21.0%
O=S(=O)(/N=C(/Nc1ccccn1)c1ccccc1)c1ccccc1 | -8.0% | 5.9% | -7.3% | -4.2%[38.3 µM] | 1.4% | -0.4% | 0.1%
NS(=O)(=O)c1ccc(NC(=O)c2ccccc2Cl)cc1 | -5.2% | -2.3% | 5.3% | 24.4%[38.3 µM] | -0.5% | -7.8% | 4.1%
CCCCc1c(O)c2ccccc2[nH]c1=O | -9.1% | 2.6% | -4.4% | 4.6%[38.3 µM] | 1.6% | 1.4% | 12.2%
COc1ccc(Cn2c(SC)nc3ccccc32)cc1[N+](=O)[O-] | 2.6% | 2.0% | 0.3% | 1.9%[38.3 µM] | -11.1% | 4.7% | -4.6%
Cc1ccc2nc(-c3cccc(N)c3)oc2c1 | -83.0%[inhibitor] | 16.2% | -15.1% | -1.2%[38.3 µM] | 2.1% | 2.3% | -7.1%
Cc1ccc(C)c(N2CCN(C(=O)C3CCN(c4nc(C)cc(C)n4)CC3)CC2)c1 | 4.8%[10 µM] | -9.3% | -1.0% | 12.4%[38.3 µM] | -6.9% | -10.4% | -20.4%
Cc1ccc2cc(C)c(NCCO)nc2c1 | -12.0% | -1.0% | -1.5% | 6.4%[38.3 µM] | 0.5% | -0.4% | -14.9%
OCCNCc1cc(Br)ccc1OCc1ccccc1 | 17.5%[10 µM] | 6.5% | 5.5% | 12.4% | -0.2% | -1.2% | ?
CCOc1ccc(CC(=O)Nc2ccc(-c3ccc4nnc(C)n4n3)cc2)cc1 | -30.6%[inhibitor] | 6.9% | 3.9% | -5.2% | -3.7% | -4.1% | 13.4%
O=C(CCc1nc2ccccc2c(=O)[nH]1)OCc1cccc(C(F)(F)F)c1 | -3.8%[0.074 µM] | 7.4% | -2.0% | 5.6% | -5.2% | -0.7% | 18.5%
CC(=O)c1cc2c(O)c(O)ccc2o1 | -12.1% | . | -6.5% | . | -0.4% | 31.4µM* | -26.7%
CCCCC1=CC2=C(OC(C)=O)C(=O)C(C)(OC(=O)c3ccc(Cl)nc3)C(=O)C2=CO1 (stereo not drawn) | -27.3% | 3.9% | -5.2% | 14.1% | . | . | .
O=C(/C=C/c1cccc(Cl)c1)NCc1cccs1 | -3.0% | 1.1% | 7.0% | -5.7%[38.3 µM] | -11.9% | 5.6% | 9.2%
CCc1ccccc1NC(=O)Nc1cccn(Cc2ccccc2F)c1=O | -29.8%[10 µM] | 13.4% | -4.9% | 4.5% | -0.4% | -4.2% | -3.3%[9.22 µM]
COc1ccc(CC(=O)Nc2c3c(nn2-c2cccc(Cl)c2)CS(=O)(=O)C3)cc1 | 8.7%[0.074 µM] | 1.8% | -15.5% | 24.2%[38.3 µM] | -4.9% | -14.0% | -0.8%
O=C(CSc1nc2ccccc2[nH]1)Nc1ccc2c(c1)OCCO2 | -16.6%[10 µM] | 5.5% | -0.9% | -10.8%[38.3 µM] | 2.5% | -2.9% | 2.2%
Cc1cc(N2CCC(C(=O)Nc3ccc(F)cc3)CC2)nc(-c2ccccc2)n1 | 20.1%[10 µM] | -7.7% | 0.5% | 7.7%[38.3 µM] | -7.0% | -10.9% | -32.2%
CCOC(=O)c1c(C)[nH]c(C(=O)COC(=O)CSC)c1C | -27.9%[10 µM] | -3.7% | -2.7% | 11.0%[38.3 µM] | -10.8% | -6.5% | -5.9%

The list is partial. The share of hits here may be higher or lower than overall.
